# Assay outcomes as filed in PubChem.
# ATXN2 expr inh – Primary qHTS for Inhibitors of ATXN expression; HEK-293 ATXN2-luciferase reporter, luminescence, 24 h; actives 0.72% (n = 360,000); Potency, µM (top dose mostly 57 µM), without a hit: at the top dose activity change, negative = inhibition, actives largely listed as inhibitors; note: % is set by controls: 0 for no effect and ±100 for the full control effect; nearly all actives have a fitted effect of over 55% in size
#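 ATXN2-luciferase reporter cells (luciferase flanked by upstream and downstream ATXN2 gene portions) were treated 24 h at 37 °C with compounds at up to 57 uM. SteadyGlo luminescence gave expression; GF-AFC fluorescence gave viability.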
# EPAC2 antagonist – qHTS for Antagonist of cAMP-regulated guanine nucleotide exchange factor 2 (EPAC2): primary screen. Potency, µM (top dose mostly 114 µM), for the others: top-dose activity, negative = inhibition, actives largely listed as inhibitors. Rap guanine nucleotide exchange factor 4 (Homo sapiens), Q8WZA2. actives 0.18% (n = 360,000). AID 720708, 2013. EPAC2 GEF exchange of Rap1B-BODIPY-GDP, fluorescence; note: % is set by controls: 0 for no effect and ±100 for the full control effect; nearly all actives have a fitted effect of over 45% in size; many of its hits are not listed in these tables
# Target sequence (Q8WZA2 whole entry, looked up): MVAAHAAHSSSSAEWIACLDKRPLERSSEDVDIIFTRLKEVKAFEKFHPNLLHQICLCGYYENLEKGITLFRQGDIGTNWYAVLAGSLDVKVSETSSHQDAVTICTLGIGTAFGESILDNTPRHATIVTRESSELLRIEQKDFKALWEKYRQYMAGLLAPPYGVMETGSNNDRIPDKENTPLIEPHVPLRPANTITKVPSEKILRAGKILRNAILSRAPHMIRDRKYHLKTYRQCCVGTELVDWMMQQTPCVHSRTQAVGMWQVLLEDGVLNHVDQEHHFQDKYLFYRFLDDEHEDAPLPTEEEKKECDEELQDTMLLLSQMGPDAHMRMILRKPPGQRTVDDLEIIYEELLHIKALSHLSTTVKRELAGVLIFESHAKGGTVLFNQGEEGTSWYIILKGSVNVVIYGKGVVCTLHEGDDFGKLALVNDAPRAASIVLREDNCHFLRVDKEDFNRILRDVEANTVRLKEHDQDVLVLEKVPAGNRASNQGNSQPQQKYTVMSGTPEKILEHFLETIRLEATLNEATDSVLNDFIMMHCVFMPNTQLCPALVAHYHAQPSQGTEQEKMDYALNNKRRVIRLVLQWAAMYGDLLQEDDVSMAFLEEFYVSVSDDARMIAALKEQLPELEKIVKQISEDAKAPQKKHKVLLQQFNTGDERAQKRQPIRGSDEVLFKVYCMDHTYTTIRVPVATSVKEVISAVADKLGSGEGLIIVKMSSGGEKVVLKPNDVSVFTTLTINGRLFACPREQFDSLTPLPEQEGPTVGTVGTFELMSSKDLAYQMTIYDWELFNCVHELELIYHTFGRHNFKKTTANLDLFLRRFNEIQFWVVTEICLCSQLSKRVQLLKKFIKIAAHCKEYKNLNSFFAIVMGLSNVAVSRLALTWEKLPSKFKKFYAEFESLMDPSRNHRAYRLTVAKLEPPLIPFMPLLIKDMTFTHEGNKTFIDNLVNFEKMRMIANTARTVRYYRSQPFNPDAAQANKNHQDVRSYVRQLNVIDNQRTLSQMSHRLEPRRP
# Nrf2 activator – qHTS of Nrf2 Activators; actives 0.31% (n = 410,000); AREc32 ARE-luciferase reporter (MCF7-derived line), luminescence, 24 h; Potency, µM (doses to about 46.1 µM), inactives show top-dose activation, most hits filed as activators; note: % of control where 0% means no effect; nearly all actives have a fitted effect of over 65% in size
#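 Steps: seed AREc32_Fluc cells (1000/well, 5% FBS OPTI-MEM); incubate overnight at 37 deg C; add 23 nL compound; incubate 24 hr; add Steady-Glo; hold 30 min RT; read luminescence.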
# TGFb SMAD3 inh – qHTS for Inhibitors of TGF-b; HepG2 CAGA-GFP TGF-b/SMAD3 reporter, GFP fluorescence, 18 h; TGF-beta stimulated, 500 pg/mL final; Potency, µM (titrated, usually from 46.1 µM), without a hit: top-dose activity, negative = inhibition, hits mostly inhibitors; actives 1.2% (n = 410,000); note: % is set by controls: 0 for no effect and ±100 for the full control effect; nearly all actives have a fitted effect of over 65% in size
#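 HEPG2 CAGA-GFP reporter cells (1000/well, DMEM with 1% FBS) received compounds, then recombinant TGF-beta at 500 pg/mL final for 18 hours at 37 degrees C. Per-cell GFP summed per well was normalised to unstimulated and stimulated DMSO controls before curve fitting.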
# S2 tox – Viability Counterscreen for Primary qHTS for Inhibitors of ATXN expression; Potency, µM (titrated, usually from 56.7 µM), usual class: cytotoxic; actives 0.49% (n = 400,000); S2 cells (HEK-293 line with an ATXN2-luciferase reporter) viability, CellTiter-Fluor protease fluorescence, 24 h; note: nearly all actives have a fitted effect of over 40% in size
# HepG2 tox – qHTS for Inhibitors of TGF-b: Cytotox Counterscreen. Potency, µM (highest dose often 46.1 µM), for the others: at the highest dose activity change, negative = cytotoxicity, actives largely listed as cytotoxic. HepG2 CAGA-GFP viability, ATP luminescence, 18 h. actives 0.76% (n = 410,000). AID 588856, 2011; note: some results filed as inactive show a strong effect at the top dose
#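 HepG2 CAGA-GFP cells (1000/well, DMEM with 1% FBS) received compound, then TGF-beta at 500 pg/mL final, and were incubated 18 hours at 37 degrees C. Viability was read by CellTiter-Glo luminescence. Media-only wells were set as complete cell-killing and DMSO as no toxicity.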
# MCF10A rereplic – A quantitative high throughput screen for small molecules that induce DNA re-replication in MCF 10a normal breast cells | actives 2.9% (n = 350,000) | AID 624296, 2012 | MCF 10A DNA re-replication, Hoechst nuclear intensity, 48 h | Potency, µM (series often up to 46.1 µM), for the others: at the highest dose activity, positive = re-replication, actives largely listed as activators; note: % of control where 0% means no effect; nearly all actives have a fitted effect of over 50% in size
# A549 viability – Nrf2 qHTS screen for inhibitors: counterscreen for cytotoxicity | A549 ARE-Fluc cells, CellTiter-Fluor viability, 18-24 h | Potency, µM (doses to about 46 µM), without a hit: at the highest dose activity change, negative = cytotoxicity, most hits filed as inhibitors | actives 0.16% (n = 390,000); note: % is set by controls: 0 for no effect and ±100 for the full control effect
#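 A549 ARE_Fluc cells in 5% FBS OPTI-MEM were exposed to compounds in concentration-response for 18-24 h at 37 deg C. Viability was read by CellTiter-Fluor fluorescence (Ex 405/Em 525) after 30 min, before the luciferase read.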
# Nrf2 inh – Nrf2 qHTS screen for inhibitors. actives 2.1% (n = 360,000). AID 504444, 2011. Potency, µM (highest dose often 46 µM), without a hit: at the highest dose activity change, negative = inhibition, usual class: inhibitors. A549 ARE-Fluc reporter, luciferase luminescence, 18-24 h; note: % is set by controls: 0 for no effect and ±100 for the full control effect; nearly all actives have a fitted effect of over 60% in size
#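 Quantitative HTS in A549 cells stably bearing an antioxidant response element-firefly luciferase construct. Inhibition of Nrf2-driven transcription was scored by luminescence after 18-24 h of compound exposure at 37 °C.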
# An asterisk follows results filed as active; i = inactive; ? = inconclusive; nt = no result given; [ ] = remark or other dose. Calls come from the whole dose curve; as a rule, active = well fitted curve in the direction sought with a large enough effect; inconclusive = small, poorly fitted or top-dose-only effect, or another doubt; inactive = no such curve, though single readings can be large; an effect the other way counts as inactive or inconclusive. Potency is the fitted concentration of half-maximal effect. An excerpt (hit frequency here may not be typical).
SMILES,ATXN2 expr inh,EPAC2 antagonist,Nrf2 activator,TGFb SMAD3 inh,S2 tox,HepG2 tox,MCF10A rereplic,A549 viability,Nrf2 inh
Cc1cc(OCC(=O)NCc2cccnc2)c2c(C)c(Cc3ccccc3)c(=O)oc2c1,?,-12.6%,0.2%,1.6%,?,-7.0%,-2.2%,-2.1%,-25.1%
COc1ccccc1NC(=O)Nc1cc(NC(=O)Nc2ccccc2OC)c(C)nc1C,?,4.1%,7.3%,-0.2%,?,-56.3%,?,-5.5%,?
O=C(CCCC(=O)N(CC(=O)NC1CCCCC1)c1ccccc1F)Nc1ccccn1,-7.1%,2.7%,-0.4%,-5.5%,i,1.8%,-0.1%,1.5%,?
COc1ccc(Cl)cc1NC(=O)CCCN1C(=O)CCC1=O,-6.4%,-1.0%,19.2%,?,i,-16.7%,4.0%,-4.2%,4.0%
CCOC(=O)c1ccc(NC(=S)N(CCCN2CCCC2)Cc2cccs2)cc1,-11.2%,1.0%,0.0%,?,i,-2.5%,?,1.2%,9.8%
COc1ccc(S(=O)(=O)N2CCN(CC(=O)NC3CCCC3)CC2)cc1,-19.5%,-1.6%,0.1%,2.5%,i,-6.9%,-7.8%,-0.4%,-3.9%
COc1ccc2c(Sc3ccc(Cl)cc3)c(C(=O)N3CCCCC3)[nH]c2c1,-11.3%,nt,0.1%,?,?,-99.5%,nt,-9.2%,20.6µM*
Cc1cc(C(=O)CN2C(=O)C(=O)N(CC(C)C)C2=O)c(C)n1-c1ccccc1F,22.4%,?,2.5%,1.1%,i,-21.5%,13.3%,0.1%,?
Cc1ccccc1Cn1nc(C)c(NC(=O)/C=C/c2cnn(C)c2C)c1C,2.4%,2.7%,7.5%,2.2%,i,-8.7%,2.4%,-1.2%,-37.3%
CCOc1cc(/C=N/NC(=O)COc2ccc(C)cc2)ccc1OC(=O)c1cccs1,1.8%,-3.4%,2.7%,0.0%,i,-37.2%,-15.8%,8.6%,2.5%
Cc1ccc2c(c1)c(=O)c(C(=O)c1ccncc1)cn2CC(=O)Nc1c(C)cccc1C,nt,nt,-1.0%,-0.9%,nt,-14.7%,nt,-0.6%,nt
O=C(CN1CCC(NC(=O)c2cccc(F)c2)CC1)NCc1ccccc1F,-1.7%,2.3%,-0.8%,-10.5%,?,-18.1%,5.1%,1.1%,-12.3%
O=C(/C=C/c1ccc(OC(F)F)cc1)OCC(=O)N1CCc2ccccc21,-3.8%,6.0%,0.0%,-10.9%,?,-10.8%,-0.2%,-10.4%,-7.3%
CCC(Oc1ccccc1)C(=O)NC1CCSC1=O (configuration not stated),-0.2%,2.8%,0.1%,11.3%,i,6.1%,-9.8%,3.7%,3.0%
CCN(C(=O)CSc1ncnc2sccc12)c1c(N)n(Cc2ccccc2)c(=O)[nH]c1=O,nt,9.1%,0.0%,19.4%,i,9.0%,5.7%,0.4%,-5.4%
CCN(CC)S(=O)(=O)c1ccc(NC2c3ncccc3C(=O)N2Cc2ccccc2)cc1 (configuration not stated),1.3%,-4.2%,-0.8%,-2.0%,i,-26.6%,-2.5%,-0.2%,1.4%
COc1cccc(NC(=O)CCS(=O)(=O)c2ccc(Br)cc2)c1,nt,-2.6%,0.0%,0.0%,?,-15.8%,-5.8%,2.1%,10.1%
Cc1ccc(-c2nnc(SCCC(=O)N3CCOCC3)o2)cc1,0.3%[11.3 µM],1.2%,-0.4%,-2.0%,i,-3.5%,7.2%,1.2%,?
CCOCCCNC(=O)C1(O)c2ccccc2NC(=O)N1c1ccc(Cl)cc1 (configuration not stated),7.9%,5.1%,-0.2%,-4.6%,i,2.3%,-2.4%,0.5%,25.2%
C/C(=N\NC(=O)CSc1nnc(C)s1)c1ccc(O)cc1,3.0%,5.7%,-0.7%,3.5%,i,9.8%,-53.5%[inhibitor],2.0%,5.5%
COc1ccc(/C=C(/NC(=O)c2ccccc2)C(=O)NCc2ccncc2)cc1,-5.5%,5.1%,-0.9%,-10.3%,i,-2.9%,-1.0%,2.4%,?
CCCCNC(=S)N(C)/N=C/c1ccccc1F,-6.9%,-5.3%,0.2%,-7.5%,i,-8.5%,-1.2%,?,14.3%
CC1Cc2ccccc2N1C(=O)COC(=O)c1ccccc1NCCO (configuration not stated),15.9%,-3.0%,0.8%,10.8%,i,-0.2%,2.8%,1.9%,3.2%
CC1(c2cccs2)CC(c2cccs2)=C(C#N)C(=O)N1 (configuration not stated),-1.5%,17.2%,0.0%,-20.8%,i,-5.6%,-4.9%,-1.2%,-19.4%
Cc1c(C(N)=O)c(N)c(C(=O)c2ccccc2)n1-c1ccccc1,4.6%,8.4%[57.1 µM],-0.4%,?,i,3.2%,1.2%,-1.2%,-6.6%
CN(c1ccc(C(=O)Nc2ccc(S(=O)(=O)N3CCCC3)cc2)cc1)S(C)(=O)=O,-30.0%,-3.9%,-0.2%,-33.0%,i,-26.0%,29.1%,-26.3%,9.2µM*
CCC(C)C(NC(=O)C1CCC(C)CC1)C(=O)Nc1cc(OC)ccc1OC (configuration not stated),-12.8%,-4.1%,0.5%,-19.1%,i,-24.4%,14.5%,-15.2%,15.0%
Cn1c(CN2CCCC(C(=O)c3ccc4c(c3)OCO4)C2)nc2ccccc21 (configuration not stated),-12.0%,-6.4%,-0.3%,-23.4%,i,-11.7%,-34.3%[inhibitor],-7.3%,-0.2%
O=C(Nc1cccc(Cl)c1)c1ccccc1NC(=O)C1CCCCC1C(=O)O (configuration not stated),-4.0%,11.2%,0.3%,-22.5%,i,-15.6%,-1.4%,-9.3%,-16.6%
COc1ccc(OCCC(=O)OCC(=O)NCc2ccco2)cc1,6.6%,3.3%,0.0%,0.0%,i,17.6%,-5.8%,-2.1%,-3.1%
O=C(CCNS(=O)(=O)c1ccc2c(c1)CCN2C(=O)C1CC1)Nc1ccc(OC(F)(F)F)cc1,-1.5%,nt,0.0%,-4.6%,i,-5.8%,nt,-0.9%,nt
NNC(=S)NC1CC2CC1C1C=CCC21 (configuration not stated),3.6%,5.6%,4.5%,?,i,-32.5%,14.3%,-3.8%,5.6%
CCN(CC)S(=O)(=O)c1ccc(NS(=O)(=O)c2ccc(OC)c([N+](=O)[O-])c2)cc1,3.3%,-20.9%,3.0%,0.0%,?,-32.4%,7.0%,9.5%,?
O=C(COc1ccc(F)cc1)Nc1ccccc1N1CCOCC1,-6.1%,1.0%,0.7%,-4.4%,?,-23.5%,5.3%,-2.7%,-11.1%
COc1ccc(C(=O)C/C(=C\C(=O)c2ccc(C)cc2)c2ccccc2)cc1,?,14.4%,0.0%,?,?,0.9%,?,?,2.59µM*
CN(C)C1=NCCN1CCCC1CCCC1,-9.1%,5.0%,-0.3%,5.8%,i,3.3%,17.5%,1.3%,-4.1%
CCOc1cccc(NC(=O)c2ccc(S(=O)(=O)N(C)C)cc2)c1,-0.2%,-15.7%,0.5%,8.9%,i,-20.5%,-3.8%,-1.0%,-17.0%
COc1ccc(Nc2nc(-c3ccccc3)c(C(=O)Nc3cccnc3)s2)cc1,-9.5%,-6.6%,0.3%,1.2%,?,-23.5%,?,0.1%,0.9%
O=S1(=O)N=C(Nc2ccc(N3CCOCC3)cc2)c2ccccc21,18.4%,13.1%,0.4%,0.2%,i,2.6%,-0.6%,-7.3%[1.84 µM],1.5%
CCN(CC)C(=S)NC(=O)c1ccc(Cl)cc1Cl,-0.3%,4.6%,0.2%,-10.2%,i,-7.8%,-2.0%,-5.5%,-6.7%
COCCCNC(=O)Cn1c(=O)oc2cc(S(=O)(=O)N3CC(C)CC(C)C3)ccc21 (configuration not stated),-5.8%,-2.3%,-0.3%,5.0%,i,-1.8%,-1.1%,-1.9%,4.9%
O=C1CC(c2ccccc2)Sc2ccccc2N1 (configuration not stated),nt,-4.5%,3.4%,3.9%,nt,-24.0%,10.9%,-4.7%,23.3%
O=C(Cn1c2ncccc2c(=O)n1-c1ccccc1)Nc1cccc(C(F)(F)F)c1,?,nt,4.7%,?,?,-48.9%,nt,-13.8%,?

# Retrieved one by one from the entries so far, 3 records:
SMILES,ATXN2 expr inh,EPAC2 antagonist,Nrf2 activator,TGFb SMAD3 inh,S2 tox,HepG2 tox,MCF10A rereplic,A549 viability,Nrf2 inh
CCN(CC)S(=O)(=O)c1ccc(NS(=O)(=O)c2ccc(OC)c([N+](=O)[O-])c2)cc1,3.3%,-20.9%,3.0%,0.0%,?,-32.4%,7.0%,9.5%,?
NNC(=S)NC1CC2CC1C1C=CCC21 (configuration not stated),3.6%,5.6%,4.5%,?,i,-32.5%,14.3%,-3.8%,5.6%
CN(C)C1=NCCN1CCCC1CCCC1,-9.1%,5.0%,-0.3%,5.8%,i,3.3%,17.5%,1.3%,-4.1%

# Records listed above that bear a hit mark in Nrf2 inh:
canonical_smiles	EPAC2 antagonist	Nrf2 inh
COc1ccc2c(Sc3ccc(Cl)cc3)c(C(=O)N3CCCCC3)[nH]c2c1	nt	20.6µM*
CN(c1ccc(C(=O)Nc2ccc(S(=O)(=O)N3CCCC3)cc2)cc1)S(C)(=O)=O	-3.9%	9.2µM*
COc1ccc(C(=O)C/C(=C\C(=O)c2ccc(C)cc2)c2ccccc2)cc1	14.4%	2.59µM*
